PI5P4K alpha inh: PI5P4K alpha (human) kinase inhibition. PI5P4Kalpha enzyme, ADP-Glo luminescence, 60 min; stronger effect = lower value. P48426. AID 652105. max response, %. 330,000 compounds, 1.2% hits; active = max response of -50% or lower; inconclusive = between -30% and -50%; inactive = -30% or higher; also: value at the top dose of about 77 µM; % is scaled to controls: 0 for no effect and ±100 for the full control effect
Target sequence (P48426 whole entry, looked up): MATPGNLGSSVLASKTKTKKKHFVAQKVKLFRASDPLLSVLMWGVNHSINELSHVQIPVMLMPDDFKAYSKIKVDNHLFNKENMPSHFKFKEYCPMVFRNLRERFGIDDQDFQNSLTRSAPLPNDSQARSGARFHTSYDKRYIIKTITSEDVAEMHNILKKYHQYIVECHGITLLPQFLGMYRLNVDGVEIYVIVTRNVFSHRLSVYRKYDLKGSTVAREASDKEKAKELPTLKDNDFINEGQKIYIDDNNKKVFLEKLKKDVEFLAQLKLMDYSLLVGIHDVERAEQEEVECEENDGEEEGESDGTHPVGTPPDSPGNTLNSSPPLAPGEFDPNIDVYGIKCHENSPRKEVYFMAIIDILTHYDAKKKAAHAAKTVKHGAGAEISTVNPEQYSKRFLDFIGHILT
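ADP-Glo luminescence end-point read after a 60 min room-temperature kinase reaction of PI5P4Kalpha plus substrate, initiated with ATP at 5 microM final. Buffer: 0.038 M HEPES pH 7.4, EGTA, 0.1% CHAPS, 5% DMSO.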
IL-2 act: activators of IL-2. IL-2 activation reporter assay, cell-based qHTS; stimulated with anti-CD3/CD4/CD28 beads; in transgenic mouse T cells. activation, % (series mostly up to about 46 µM). 360,000 compounds, 0.065% hits. AID 652025; in the data active = activation above about 50%; inconclusive = mostly about 30% to 49%; also: 0% is about no effect
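Unstimulated transgenic mouse T cells preincubated 60 min with compound, then stimulated with anti-CD3/anti-CD4-coated beads plus anti-CD28 for 18 h at 37 degrees C. IL-2 response read as EGFP and DsRed fluorescence by plate cytometry.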
WRN helicase inh: WRN helicase (human) inhibition; Q14191; WRN helicase unwinding, fluorescent forked duplex, kinetic; Potency, µM (doses to about 114 µM), for inactives: top-dose activity change, negative = inhibition, hits mostly inhibitors; 360,000 compounds, 0.46% hits; AID 651768; also: potency is read from the fitted curve at half-maximal effect; % is scaled to controls: 0 for no effect and ±100 for the full control effect; nearly all actives have a fitted effect of over 55% in size
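Kinetic red-fluorescence monitoring (525/598 nm) tracks WRN helicase activity after 100 nM fluorophore-quencher forked duplex and 2 mM ATP are added to 20 nM enzyme pretreated 15 min at room temperature with compound.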
DRD3 antagonist: blocks the human D3 dopamine receptor; D3R cells, DiscoveRx beta-arrestin luminescence, antagonist mode; stronger effect = lower value; max response, negative = inhibition, %; 360,000 compounds, 2.5% hits; AID 652054; in the data active = max response below about -50%; inconclusive = no clear call, values can overlap the other calls; also: % is scaled to controls: 0 for no effect and ±100 for the full control effect; mostly tested at two doses, the higher about 12 µM
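Cells expressing the human receptor were seeded at 1500 cells/well, incubated overnight at 37 degrees C in 5% CO2, then exposed to library compounds with dopamine controls for 90 minutes at 37 degrees C before luminescent detection.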
GLP-1R inv ag: inverse agonists of human GLP-1 receptor; HEK293 GLP-1R CRE-luciferase, luminescence, 24 h; GLP-1R form is constitutively active; AID 624417; 410,000 compounds, 1.6% hits; Potency, µM (series often up to 38.3 µM), for inactives: at the top dose activity change, negative = inhibition, actives largely listed as inhibitors; also: potency is read from the fitted curve at half-maximal effect; % is scaled to controls: 0 for no effect and ±100 for the full control effect; nearly all actives have a fitted effect of over 55% in size
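Luminescence readout: a drop in cAMP-driven luciferase signal flags inverse agonism at a constitutively active GLP-1R stably expressed in HEK293. Compound exposure lasted 24 hr at 37 deg C, 5% CO2.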
HEK293 tox: cytotoxicity counter-screen for GLP-1 receptor inverse agonists. Potency, µM (titrated, usually from 38.3 µM), for inactives: at the top dose activity change, negative = inhibition, hits mostly inhibitors. HEK293 cAMP-luciferase reporter cells, luminescence, 24 h. 410,000 compounds, 0.13% hits;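 also: loss of luciferase light is scored as toxicity; potency is read from the fitted curve at half-maximal effect; % is scaled to controls: 0 for no effect and ±100 for the full control effect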
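1536-well qHTS counterscreen of the MLSMR; 200 cells/uL, 12 h pre-incubation, 23 nL cpd, 24 h at 37 deg C 5% CO2, luciferase detection reagent, 12 min RT, luminescence. Inhibition = undesired.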
GLP-1R agonist: agonists of human GLP-1 receptor; Potency, µM (doses to about 45.6 µM), without a hit: at the highest dose activation, actives largely listed as activators; HEK293 GLP-1R CRE-luciferase, luminescence, 4-6 h; cells express a hypersensitive GLP-1R form; 380,000 compounds, 0.007% hits; P43220; also: potency is read from the fitted curve at half-maximal effect; % of control where 0% means no effect
PLK1 PBD inh: PLK1 (human) polo-box domain binding inhibition; P53350; Plk1 PBD binding of FITC phosphopeptide, fluorescence polarization; Potency, µM, for the others: max response, negative = inhibition, most hits filed as inhibitors; 360,000 compounds, 2.8% hits; also: potency is read from the fitted curve at half-maximal effect; series mostly up to about 57 µM; % is scaled to controls: 0 for no effect and ±100 for the full control effect; nearly all actives have a fitted effect of over 65% in size
Target sequence (P53350 whole entry, looked up, the tested form may be a part): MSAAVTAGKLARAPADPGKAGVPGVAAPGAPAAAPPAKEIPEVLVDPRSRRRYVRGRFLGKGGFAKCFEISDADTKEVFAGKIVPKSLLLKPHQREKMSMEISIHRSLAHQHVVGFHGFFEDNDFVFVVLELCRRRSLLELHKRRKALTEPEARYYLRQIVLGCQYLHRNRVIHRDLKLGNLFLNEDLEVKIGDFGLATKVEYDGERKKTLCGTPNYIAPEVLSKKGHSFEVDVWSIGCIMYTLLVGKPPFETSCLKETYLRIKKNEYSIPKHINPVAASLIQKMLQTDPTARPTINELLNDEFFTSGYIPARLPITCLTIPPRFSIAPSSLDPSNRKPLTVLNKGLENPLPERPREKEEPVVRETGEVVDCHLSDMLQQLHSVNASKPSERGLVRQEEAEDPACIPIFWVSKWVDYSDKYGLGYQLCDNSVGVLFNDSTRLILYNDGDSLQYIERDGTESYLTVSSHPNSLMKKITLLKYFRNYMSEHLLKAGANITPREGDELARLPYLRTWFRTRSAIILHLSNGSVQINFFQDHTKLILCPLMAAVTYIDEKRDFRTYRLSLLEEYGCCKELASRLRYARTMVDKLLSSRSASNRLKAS
D3 ag: agonists of human D3 dopamine receptor; P35462; D3R DiscoveRx beta-arrestin cells, luminescence, 90 min; max activation, %; 410,000 compounds, 0.58% hits; AID 652048; in the data active = max activation above about 30%; also: 0% is about no effect; mostly tested at two doses, the higher about 12 µM
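Agonist mode: compounds and dopamine controls were applied to plated cells for 90 min at 37 degrees C after an overnight attachment at 1500 cells/well. Luminescent read-out followed 30 - 60 minutes at room temperature with DiscoveRx detection reagent.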
* marks the source's active call; other numbers are inactive results; & = joins results of further samples; [ ] = remark or other dose. Unless noted, calls follow the shape of the dose curve; as a rule, active = well fitted curve in the direction sought with a large enough effect; inconclusive = small, poorly fitted or top-dose-only effect, or another doubt; inactive = no such curve, though single readings can be large; an effect the other way counts as inactive or inconclusive.

`C/C(=C\c1ccccc1)C1NC(=O)c2c(sc3c2CCCC3)N1` (stereo unspecified) gave PI5P4K alpha inh -23, IL-2 act -0.3, WRN helicase inh 7%, DRD3 antagonist 0, GLP-1R inv ag inconclusive, HEK293 tox -3%, GLP-1R agonist 5%, PLK1 PBD inh inconclusive and D3 ag 0.
For O=C(O)C1CCCCC1C(=O)Nc1ccc(S(=O)(=O)N2CCCCC2)cc1 (stereo unspecified) the results were PI5P4K alpha inh -7, IL-2 act 2.0, WRN helicase inh 13%, DRD3 antagonist -24, GLP-1R inv ag 12%, HEK293 tox 4%, GLP-1R agonist 3%, PLK1 PBD inh -18% and D3 ag -5.
CCCCN1C(=S)NC[C@@H]1Cc1cccc2ccccc12 was read as PI5P4K alpha inh 0, IL-2 act -0.4, WRN helicase inh -1%, DRD3 antagonist 4, GLP-1R inv ag inconclusive, HEK293 tox inconclusive, GLP-1R agonist 14%, PLK1 PBD inh 6% and D3 ag -1.
For CCCC(=O)Nc1nnc(S(=O)(=O)N2CCCC2)s1 the results were PI5P4K alpha inh -4, IL-2 act -0.5, WRN helicase inh 2%, DRD3 antagonist -11, GLP-1R inv ag 4%, HEK293 tox 12%, GLP-1R agonist 6%, PLK1 PBD inh -3% and D3 ag 3.
`O=C(Nc1cccc(Cl)c1Cl)c1snnc1-c1ccccc1` gave PI5P4K alpha inh -3, IL-2 act -0.3, WRN helicase inh -13%, DRD3 antagonist 3, GLP-1R inv ag 0%, HEK293 tox 0%, GLP-1R agonist 8%, PLK1 PBD inh -7% and D3 ag -2.
`O=C(NN1CCCCC1)NN1CCCCC1` gave PI5P4K alpha inh -2, IL-2 act -1.0, WRN helicase inh 4%[57.1 µM], DRD3 antagonist -19, GLP-1R inv ag 6%, HEK293 tox -5%, GLP-1R agonist -2%, PLK1 PBD inh -14% and D3 ag 1.
For O=C(COC(=O)COc1cccc(C(F)(F)F)c1)NC(=O)NC1CCCCC1 the results were PI5P4K alpha inh -3, IL-2 act -1.2, WRN helicase inh -8%, DRD3 antagonist -1, GLP-1R inv ag -1%, HEK293 tox 16%, GLP-1R agonist 1%, PLK1 PBD inh -8% and D3 ag -14.
O=C(CCCNS(=O)(=O)c1cccc2nsnc12)NC1CCCCC1 was read as PI5P4K alpha inh -4, IL-2 act -0.5, WRN helicase inh 2%, DRD3 antagonist 1, GLP-1R inv ag 5%, HEK293 tox -15%, GLP-1R agonist 0%, PLK1 PBD inh -12% and D3 ag -1.
Cc1noc(C)c1CCC(=O)Nc1cc(C(=O)O)ccc1Cl was read as PI5P4K alpha inh -5, IL-2 act -1.7, WRN helicase inh 14%, DRD3 antagonist 7, GLP-1R inv ag 15%, HEK293 tox -4%, GLP-1R agonist 0%, PLK1 PBD inh -2% and D3 ag -7.
Screening Cc1ccc(N2C(S)=C(C#N)C(=O)NC23CCCCC3)cc1 returned PI5P4K alpha inh 3, IL-2 act 0.9, WRN helicase inh -20%, DRD3 antagonist 15, GLP-1R inv ag 10%, HEK293 tox -16%, GLP-1R agonist -5%, PLK1 PBD inh -24% and D3 ag 3.
CC(=O)c1ccc(OCCCC(=O)OCC(=O)N2CCN(c3ccccc3)CC2)cc1 was read as PI5P4K alpha inh -8, IL-2 act -2.0, WRN helicase inh -11%, DRD3 antagonist 9, GLP-1R inv ag inconclusive, HEK293 tox 3%, GLP-1R agonist -4%, PLK1 PBD inh -2% and D3 ag 1.
For CC1CC(C)CN(CCCNC(=O)C2CCCN(c3ncnc4c3nc3n4CCCCC3)C2)C1 (stereo unspecified) the results were PI5P4K alpha inh 1, IL-2 act -1.6, WRN helicase inh 0%, DRD3 antagonist 8, GLP-1R inv ag -7%, HEK293 tox 0%, GLP-1R agonist 11%, PLK1 PBD inh 0% and D3 ag -7.
For O=C(Oc1cccnc1)c1ccc([N+](=O)[O-])cc1 the results were PI5P4K alpha inh 5, IL-2 act 0.3, WRN helicase inh -3%, DRD3 antagonist -10, GLP-1R inv ag 8%, HEK293 tox 2%, GLP-1R agonist 0%, PLK1 PBD inh inconclusive and D3 ag 0.
Screening O=C([C@@H]1CCCN1C1=NS(=O)(=O)c2ccccc21)N1CCN(c2ccccc2)CC1 returned PI5P4K alpha inh 0, IL-2 act 0.5, WRN helicase inh 10%, DRD3 antagonist 5, GLP-1R inv ag 15%, HEK293 tox 7%, GLP-1R agonist 0%, PLK1 PBD inh 0% and D3 ag 2.
For Cc1ccc(N(Cc2ccc(C(=O)NCC3CCCO3)cc2)S(C)(=O)=O)cc1C (stereo unspecified) the results were PI5P4K alpha inh -3, IL-2 act 0.5, WRN helicase inh 2%, DRD3 antagonist 9, GLP-1R inv ag -9%, HEK293 tox -9%, GLP-1R agonist 17%, PLK1 PBD inh -10% and D3 ag 1.
For Cc1cc(N2CCOCC2)nc2ccc(NC(=O)C3CCC(C)CC3)cc12 (stereo unspecified) the results were PI5P4K alpha inh 3, IL-2 act -5.6, WRN helicase inh -10%, DRD3 antagonist 9, GLP-1R inv ag inconclusive, HEK293 tox -1%, GLP-1R agonist 1%, PLK1 PBD inh -3% and D3 ag 3.
COc1ccc(C(=O)Nc2ccc(S(=O)(=O)N3CCOCC3)cc2)cc1OC was read as PI5P4K alpha inh -4, IL-2 act -0.2, WRN helicase inh -9%, DRD3 antagonist 26, GLP-1R inv ag 4%, HEK293 tox 0%, GLP-1R agonist 4%, PLK1 PBD inh 3% and D3 ag 1.
`CCOc1cc(C(=S)N2CCCC2)ccc1OCc1ccccc1` gave PI5P4K alpha inh 5, IL-2 act -1.1, WRN helicase inh -18%, DRD3 antagonist -3, GLP-1R inv ag inconclusive, HEK293 tox -2%, GLP-1R agonist 1%, PLK1 PBD inh -1% and D3 ag 0.
O=C(NNS(=O)(=O)c1ccccc1)c1sccc1-n1cccc1 was read as PI5P4K alpha inh -7, IL-2 act 0.2, WRN helicase inh -6%, DRD3 antagonist 19, GLP-1R inv ag 4%, HEK293 tox -6%, GLP-1R agonist -12%, PLK1 PBD inh -6% and D3 ag -1.
Screening N#Cc1nc(Cc2cccc3ccccc23)oc1N1CCOCC1 returned IL-2 act -2.5, WRN helicase inh -5%, DRD3 antagonist 3, GLP-1R inv ag 0%, HEK293 tox 13%, GLP-1R agonist 4%, PLK1 PBD inh -9% and D3 ag 0.
`O=C(NCc1ccc(Cl)cc1)C1CCN(S(=O)(=O)N2CCOCC2)CC1` gave PI5P4K alpha inh 7, IL-2 act -0.1, WRN helicase inh 0%, DRD3 antagonist -9, GLP-1R inv ag 5%, HEK293 tox 5%, GLP-1R agonist 0%, PLK1 PBD inh -6% and D3 ag 1.
COc1ccc(-c2csc(Nc3ccccc3)[n+]2Cc2ccccc2)cc1 was read as PI5P4K alpha inh -3, IL-2 act 1.4, WRN helicase inh 1%, DRD3 antagonist 16, GLP-1R inv ag inconclusive, HEK293 tox -13%, GLP-1R agonist 0%, PLK1 PBD inh -2% and D3 ag 4.
Screening O=C(CN(C(=O)C1CSC(=O)C1)c1cccc(F)c1)NC1CCCC1 (stereo unspecified) returned PI5P4K alpha inh -1, IL-2 act -2.2, WRN helicase inh 6%, DRD3 antagonist inconclusive, GLP-1R inv ag -7%, HEK293 tox 1%, GLP-1R agonist -2%, PLK1 PBD inh -2% and D3 ag -1.
Screening COc1ccccc1C1=NOC(COC(=O)c2ccc(Br)cc2)C1 (stereo unspecified) returned PI5P4K alpha inh 7, IL-2 act 0.2, WRN helicase inh -3%, DRD3 antagonist 2, GLP-1R inv ag 7%, HEK293 tox 3%, GLP-1R agonist 12%, PLK1 PBD inh -5% and D3 ag -8.
Screening C#CCOCCOCCOCCNc1nc(N2CCN(C(=O)CCCCCCCCCCNC(=O)[C@H](CCCCN)n3cc(CCO)nn3)CC2)nc(N2CCN(C(=O)CCCCCCCCCCNC(=O)[C@H](CCCN=C(N)N)n3cc(C[C@@H](C)CC)nn3)CC2)n1 returned PI5P4K alpha inh -66*, IL-2 act -3.5, WRN helicase inh 35µM*, DRD3 antagonist inconclusive, GLP-1R inv ag -4%, HEK293 tox -14%, GLP-1R agonist 6%, PLK1 PBD inh 5% and D3 ag 6.
`C=CCc1ccccc1OCC(=O)N/N=C/c1ccccc1OCC` gave PI5P4K alpha inh 11, IL-2 act -0.8, WRN helicase inh -7%, DRD3 antagonist 8, GLP-1R inv ag -23%, HEK293 tox 1%, GLP-1R agonist 18%, PLK1 PBD inh -10% and D3 ag 0.
`CC(=O)c1ccc(NC(=O)c2cn(C)c(=O)c3ccccc23)cc1` gave PI5P4K alpha inh 3, IL-2 act 0.6, WRN helicase inh 7%, DRD3 antagonist -5, GLP-1R inv ag 1%&21%, HEK293 tox 8%&8%, GLP-1R agonist -1%, PLK1 PBD inh 2% and D3 ag -11&-3.
Screening N=c1c(S(=O)(=O)c2ccc(Br)cc2)cc2c(=O)n3ccccc3nc2n1C1CCCCC1 returned PI5P4K alpha inh -5, IL-2 act -4.4, WRN helicase inh 9%, DRD3 antagonist -1, GLP-1R inv ag 91%[activator], HEK293 tox -14%, GLP-1R agonist 0%, PLK1 PBD inh -3% and D3 ag 6.
Screening CSc1nc(N)n2nc(C(C)(C)C)cc2n1 returned PI5P4K alpha inh -2, IL-2 act 0.8, WRN helicase inh -27%, DRD3 antagonist 4, GLP-1R inv ag 34%[activator], HEK293 tox -1%, GLP-1R agonist 14%, PLK1 PBD inh 1% and D3 ag -2.
For O=C(CCC(=O)N(CC(=O)NC1CCCC1)Cc1ccc2c(c1)OCO2)Nc1ccccn1 the results were PI5P4K alpha inh 3, IL-2 act 2.1, WRN helicase inh -26%[57.1 µM], DRD3 antagonist 11, GLP-1R inv ag 2%, HEK293 tox -6%, GLP-1R agonist 1%, PLK1 PBD inh -4% and D3 ag 6.
O=C(/C=C/c1ccc(S(=O)(=O)NCc2ccco2)cc1)N1CCN(c2ccccc2)CC1 was read as PI5P4K alpha inh -6, IL-2 act 0.7, WRN helicase inh 6%, DRD3 antagonist 23, GLP-1R inv ag -20%, HEK293 tox -6%, GLP-1R agonist 7%, PLK1 PBD inh -6% and D3 ag 4.

Assay outcomes as filed in PubChem BioAssay.
